# PGK inhibitor: qHTS Assay to Find Inhibitors of Phosphoglycerate Kinase | hit rate 0.043% among 380,000 | Phosphoglycerate kinase, glycosomal (Trypanosoma brucei brucei), P07378 | AID 602233, 2012 | Potency, µM (doses to about 57.5 µM), without a hit: at the highest dose activity change, negative = inhibition, actives largely listed as inhibitors | PGK/GAPDH coupled, Kinase-Glo luminescence, 60 min; further: potency means the concentration at half of the fitted maximal effect; on the % scale 0 is the no-effect control and ±100 the full control effect; nearly all actives have a fitted effect of over 60% in size
#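 Luminescent ATP detection (Kinase-Glo Plus) follows a 60-minute room-temperature incubation, with wells lacking PGK as controls. Buffer: 100 mM TEA (pH 7.6), 5 mM MgCl2, 0.01% Tween-20. Coupling enzyme GAPDH (100 nM final) supplies unstable 1,3-BPG in-well.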
# TrxR1 substrate: qHTS Assay for Substrates of Mammalian Selenoprotein Thioredoxin Reductase 1 (TrxR1): qHTS. hit rate 0.01% among 390,000. Potency, µM (series often up to 114 µM), for inactives: at the highest dose activity change, negative = substrate turnover. purified TrxR1 substrate turnover, NADPH consumption readout. AID 588456, 2011; further: potency means the concentration at half of the fitted maximal effect; on the % scale 0 is the no-effect control and ±100 the full control effect; nearly all actives have a fitted effect of over 50% in size
#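 Rat TrxR1, dispensed at 90 nM, was prereduced with 400 uM NADPH (final) for 5 min at ~22 deg C, then incubated with compound 15 min before 400 uM selenite. A first-read NADPH fluorescence drop versus no-compound background flagged substrates.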
# PI4K2A inh: qHTS for small molecular inhibitors of PI4K2A. activity change, negative = inhibition, % at 76.9 µM. purified PI4K2A, ADP-Glo luminescence, 1 h; stronger effect = lower value. AID 1346378, 2018. hit rate 0.13% among 420,000; in the data active means activity change below about -50%; inconclusive means mostly about -30% to -49%;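 further: -100% = wells without enzyme as full effect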
# Target sequence (Q9BTU6 whole entry, looked up): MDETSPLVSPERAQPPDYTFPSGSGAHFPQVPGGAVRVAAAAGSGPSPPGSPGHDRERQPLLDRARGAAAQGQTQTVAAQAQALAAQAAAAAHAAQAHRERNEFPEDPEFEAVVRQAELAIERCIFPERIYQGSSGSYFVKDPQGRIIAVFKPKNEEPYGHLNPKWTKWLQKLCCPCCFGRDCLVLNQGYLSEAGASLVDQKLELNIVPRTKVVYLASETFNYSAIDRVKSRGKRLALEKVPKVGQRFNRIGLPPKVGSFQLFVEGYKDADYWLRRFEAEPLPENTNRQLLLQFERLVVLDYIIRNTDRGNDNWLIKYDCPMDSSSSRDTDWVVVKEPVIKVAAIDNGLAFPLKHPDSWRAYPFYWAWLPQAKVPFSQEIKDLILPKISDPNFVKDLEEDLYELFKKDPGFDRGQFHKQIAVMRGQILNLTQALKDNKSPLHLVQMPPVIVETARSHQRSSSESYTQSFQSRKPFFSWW
#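 In this quantitative HTS, ADP production by PI4K2A was quantified luminescently after 1 h at ambient temperature; 100 microM adenosine served as plate-quality control.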
# USP1 inh: Inhibitors of USP1/UAF1: Primary Screen | hit rate 0.23% among 390,000 | Potency, µM (top dose mostly 57.1 µM), inactives show at the highest dose activity change, negative = inhibition, most hits filed as inhibitors | Ubiquitin carboxyl-terminal hydrolase 1 (Homo sapiens), O94782 | recombinant USP1/UAF1, Ub-Rhodamine cleavage fluorescence | AID 743255, 2014; further: potency means the concentration at half of the fitted maximal effect; on the % scale 0 is the no-effect control and ±100 the full control effect; nearly all actives have a fitted effect of over 60% in size; inactives centre near -12
#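 1 nM enzyme complex + cpd, 15 min RT; start with Ub-Rho 150nM final; kinetic fluorescence ex 480/em 540, 6 reads q60 s. Buffer 50mM HEPES pH 7.8, 0.5mM EDTA, 0.1 mg/ml BSA, 1mM TCEP, 0.01% Tween-20.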
# mIDH1 inhibitor: qHTS for Inhibitors of mutant isocitrate dehydrogenase 1 (IDH1): qHTS. IDH1-R132H enzyme, NADPH consumption, diaphorase/resazurin fluorescence. Potency, µM (top dose mostly 76.6 µM), for the others: at the highest dose activity change, negative = inhibition, most hits filed as inhibitors. hit rate 0.093% among 390,000. Isocitrate dehydrogenase [NADP] cytoplasmic (Homo sapiens), O75874; further: potency means the concentration at half of the fitted maximal effect; on the % scale 0 is the no-effect control and ±100 the full control effect; nearly all actives have a fitted effect of over 65% in size
#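 IDH1-R132H (0.5 ug/mL) preincubated 30 min with compound, then NADPH (0.016 mM) and alpha-KG (2 mM) added; 80 min at RT, pH 7.5. Remaining NADPH coupled via diaphorase/resazurin to fluorescence (540/590 nm); concentration-response curves normalized to no-enzyme control.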
# GLS inh: qHTS for Inhibitors of Glutaminase (GLS) | Glutaminase kidney isoform, mitochondrial (Homo sapiens), O94925 | GLS enzymatic activity, qHTS titration | Potency, µM (series often up to 45.5 µM), inactives show top-dose activity change, negative = inhibition, hits mostly inhibitors | hit rate 0.21% among 410,000 | AID 624170, 2012; further: potency means the concentration at half of the fitted maximal effect; on the % scale 0 is the no-effect control and ±100 the full control effect
#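 hKGA in 45 mM KH2PO4 pH 8.2, 0.02% Tween-20 with pin-transferred compounds; 1 mM L-glutamine (stock) plus glutamate oxidase/HRP/Amplex Red coupling added. Fluorescence read initially and after 30 min at RT.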
# HP1b chromo inh: HTS for Inhibitors of HP1-beta Chromodomain Interactions with Methylated Histone Tails; AlphaScreen HP1-beta / biotin-H3K9me3 peptide binding; Potency, µM (doses to about 114 µM), inactives show at the highest dose activity change, negative = inhibition, most hits filed as inhibitors; hit rate 0.56% among 390,000; AID 540317, 2011; further: potency means the concentration at half of the fitted maximal effect; nearly all actives have a fitted effect of over 70% in size; inactives centre near 23
# Target sequence (P83916 whole entry, looked up): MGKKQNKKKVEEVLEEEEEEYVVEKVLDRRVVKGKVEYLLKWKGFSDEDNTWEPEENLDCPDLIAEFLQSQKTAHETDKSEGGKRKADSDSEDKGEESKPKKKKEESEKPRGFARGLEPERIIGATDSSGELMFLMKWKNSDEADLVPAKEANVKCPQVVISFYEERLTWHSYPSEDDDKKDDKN
#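 Compound inhibition of the preformed complex between 50 nM HP1-beta and 50 nM biotinylated H3K9me3 peptide was read by AlphaScreen. Buffer was PBS pH 7.4 with 0.01% Tween-20. Incubations ran 30 min at room temperature, with 10 ug/mL donor/acceptor beads.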
# Pin1 inhibitor: qHTS Assay to Find Inhibitors of Pin1; Pin1 FP peptide displacement, HiFluor488, 10 min; Potency, µM (titrated, usually from 115 µM), without a hit: top-dose activity, negative = inhibition, actives largely listed as inhibitors; hit rate 0.009% among 390,000; active means well fitted inhibition curve with a large enough effect in the polarisation, with a control signal flat, not every such curve was filed as active; inconclusive means small, poorly fitted or top-dose-only effect, or effect the other way, or a change in a side signal; inactive means no such curve, though single readings can be large or run the other way; the % refers to the polarisation; further: potency means the concentration at half of the fitted maximal effect; on the % scale 0 is the no-effect control and ±100 the full control effect
# Target sequence (Q13526 whole entry, looked up): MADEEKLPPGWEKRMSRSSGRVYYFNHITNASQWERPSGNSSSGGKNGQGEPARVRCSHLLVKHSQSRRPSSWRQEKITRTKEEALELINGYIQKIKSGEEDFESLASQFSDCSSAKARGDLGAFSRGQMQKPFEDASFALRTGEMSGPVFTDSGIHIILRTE
# TrxR1 inh: qHTS Assay for Inhibitors of Mammalian Selenoprotein Thioredoxin Reductase 1 (TrxR1): qHTS; Thioredoxin reductase 1, cytoplasmic (Rattus norvegicus), O89049; recombinant rTrxR1, NADPH fluorescence consumption, selenite substrate; Potency, µM (series often up to 114 µM), inactives show at the top dose activity change, negative = inhibition, most hits filed as inhibitors; hit rate 1% among 390,000; further: potency means the concentration at half of the fitted maximal effect; on the % scale 0 is the no-effect control and ±100 the full control effect; nearly all actives have a fitted effect of over 65% in size
#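 Rat TrxR1 (90 nM in the dispensed reagent) was pre-reduced with 400 uM NADPH for 5 min at room temperature, then incubated with compound for 15 min. After 400 uM selenite was added, NADPH fluorescence (Ex 340/Em 450 nm) was followed for 8 min.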
# Active calls of the source: *; i = inactive; ? = inconclusive; . = not tested or not shown; [ ] = remark or other dose. Unless noted, the call rests on the fitted dose curve; in most records, active means well fitted curve in the direction sought with a large enough effect; inconclusive means small, poorly fitted or top-dose-only effect, or another doubt; inactive means no such curve, though single readings can be large; an effect the other way counts as inactive or inconclusive. These rows are one share of the data; rates above refer to the full screens.
structure	GLS inh	TrxR1 inh	PGK inhibitor	PI4K2A inh	TrxR1 substrate	Pin1 inhibitor	USP1 inh	HP1b chromo inh	mIDH1 inhibitor
Cc1ccccc1C(=O)Nc1nnc(S(=O)(=O)N(C)c2ccc(Cl)cc2)s1	-1.9%	5.1%	-7.6%	2.0	-2.9%	5.3%	14.3%	62.0%[activator]	0.1%
NC(=O)c1nsc(C(=O)N(c2ccccc2)C(C(=O)NCc2ccc(F)cc2)c2ccc(O)cc2)c1N (centres undefined)	-0.6%	11.1%	-10.3%	2.4	27.8%	1.4%	-27.6%	7.2%	-6.7%
Cc1ccc(NC(=O)c2nc[nH]c2C(=O)NC2CCN(C(=O)OC(C)(C)C)CC2)cc1	-0.1%	-10.2%[57.1 µM]	-4.8%	-4.3	22.5%[57.1 µM]	0.0%	9.0%	17.7%	0.4%
COc1cc(CNCC2CCCO2)ccc1OCC(N)=O (centres undefined)	14.2%	29.5%	-1.5%	-2.4	-0.2%	-1.1%	-0.6%	34.1%[activator]	5.8%
O=C(NC1CC1)c1scc2c1OCCO2	-12.2%	-6.4%	-5.3%	3.7	-5.0%	2.0%	-8.2%	28.8%	5.7%
COC(=O)c1ccc(-c2nc3ccccc3[nH]2)cc1	-0.7%	56.2µM*	-7.9%	-23.1	926.2%[activator]	4.3%	-21.1%	11.2%	-2.0%
COc1ccc(NC(=O)N(C)C[C@H]2Oc3ccc(NS(=O)(=O)c4cccs4)cc3C(=O)N([C@@H](C)CO)C[C@@H]2C)cc1	-1.0%	16.8%[57.1 µM]	-1.4%	2.6	7.4%[57.1 µM]	-5.6%	0.8%	45.8%[activator]	-4.9%
Cc1cc(C)nc(N/C(=N\S(=O)(=O)Cc2ccccc2)Nc2ccc(F)c(Cl)c2)n1	-0.7%	-6.1%	i	1.4	-5.5%	-0.9%	-16.9%	51.5%[activator]	16.2%
CC(C)(CNC(=O)c1ccc(-c2cccc(C(F)(F)F)c2)o1)N1CCOCC1	-2.9%	-19.3%	i	-4.6	-2.6%	3.1%	-19.6%	12.8%	10.3%
Cc1cc(C)c2c(=O)cc(C(=O)NCc3ccccc3)oc2c1	2.1%	7.8%[57.1 µM]	-15.1%	-4.5	4.3%[57.1 µM]	12.1%	-10.3%	22.9%	2.3%
Cc1ccc(COC(=O)c2ccc3c(c2)C(=O)N(CCCN2CCOCC2)C3=O)cc1	-2.8%	22.1%	3.8%	-0.6	1.3%	3.3%	-11.7%	17.5%	-2.5%
CCOC(=O)C1C(c2ccccc2)C(C(=O)OCC)C1c1ccccc1 (centres undefined)	-1.0%	13.7%	-6.0%[11.5 µM]	-3.0	10.4%	-6.4%	?	22.2%	2.4%
O=C(CN1CCN(C2CCCCC2)C(=O)C1=O)Nc1ccc(Cl)cc1	-1.2%	16.0%[57.1 µM]	-1.4%	-4.7	4.4%[57.1 µM]	-7.5%	-24.3%	39.3%[activator]	3.8%
O=C(Cc1ccccc1)N/N=C/c1cccn1-c1ccc([N+](=O)[O-])cc1	-3.0%	?	-7.2%	-8.0	?	-0.1%	-4.2%	?	3.2%
O=C(NCCc1ccc(C(F)(F)F)cc1)C1COc2ccccc2O1 (centres undefined)	-2.8%	3.2%	-0.5%	-3.2	-1.1%	-0.1%	-19.2%	43.5%[activator]	5.3%
COC(=O)CN1C(=O)CSc2ccc(S(=O)(=O)Nc3ccc(F)c(Cl)c3)cc21	-4.1%	39.5%[activator]	-4.0%	-6.1	3.7%	-3.4%	-9.7%	38.6%	7.3%
Cc1cc(C(=O)OCC(=O)N2CCC(c3ccccc3)=N2)ccc1[N+](=O)[O-]	5.8%	-3.9%	i	2.7	-8.7%	0.7%	-13.0%	-0.4%	5.5%
COCCNC(=O)C1CC(c2ccc(F)cc2)=NO1 (centres undefined)	-22.4%	-7.4%	-7.3%	6.2	-5.3%	3.6%	-3.8%	10.1%	1.0%
CC(C)Cc1nnc(NC(=O)c2ccc(-n3cncn3)c([N+](=O)[O-])c2)s1	-9.3%	.	3.1%	-1.6	.	.	6.6%	.	0.7%
COCCNCCCOc1ccc(Cl)cc1Br	-2.3%	17.9%	i	-1.7	7.6%	-9.9%	-8.1%	?	8.9%
Cc1cccc(-n2nc([N+](=O)[O-])c(=NCc3cccnc3)n2O)c1	-5.5%	1.6%[57.1 µM]	.	5.7	-2.1%[57.1 µM]	-0.5%	0.4%	11.4%	3.9%
COc1ccc(/C=N/N=C2\SC(CC(=O)O)C(=O)N2c2ccccc2)cc1 (centres undefined)	5.1%	-18.2%	-8.0%	2.7	-15.6%	-8.4%	-9.6%	21.6%	1.7%
CCCc1cc(CNC(=O)C2CCC(=O)N(Cc3ccccc3F)C2)on1 (centres undefined)	-0.3%	11.9%	i	2.7	7.6%	4.5%	-15.3%	34.2%[57 µM]	4.7%
CCCOc1ccc(-c2c(C(=O)N/N=C/c3ccccc3OCC)nnn2-c2nonc2N)cc1	-12.1%	5.8%	-7.3%	-1.4	5.2%	-4.9%	-12.2%	38.7%	34.3%[activator]
c1ccc(Oc2cccc(OCCCCSc3ncccn3)c2)cc1	0.0%	10.1%	i	7.3	1.1%	-8.4%	-12.2%	345.7%	5.5%
CC(c1ccccc1)N1CC(C(=O)Nc2nccs2)CC1=O (centres undefined)	-1.6%	6.3%	i	0.6	1.3%	-7.5%	-12.8%	20.5%	9.7%
CC(C)[C@H](NC(=O)[C@@H]1CSC2c3ccccc3C(=O)N21)C(=O)NC1CCCCC1 (some centres undefined)	0.5%	17.8%	0.1%	-0.3	8.5%	-9.9%	-17.5%	21.9%	-12.4%
CCOc1ccccc1/C=C(/NC(=O)c1ccccc1)C(=O)NCC(=O)O	5.7%	1.2%[57.1 µM]	1.8%	1.3	5.0%[57.1 µM]	0.8%	-4.0%	11.8%	1.7%
COc1ccc(-c2csc(N(CCCN3CCOCC3)C(=O)c3ccco3)n2)cc1	21.1%	24.0%	i	-1.9	5.0%	?	-20.0%	?	9.5%
Cc1ccc[n+](CC(=O)Nc2cc(C(F)(F)F)ccc2Cl)c1	-4.3%	7.2%	i	2.6	-8.9%	-4.0%	-19.6%	29.4%	-1.7%
COc1cc(NC(=O)CSc2nnc3c4ccccc4n(C)c3n2)cc(OC)c1OC	.	-0.5%	.	.	0.7%	?	.	-1.2%	.
O=C1CN(C(=O)CCCc2c[nH]c3ccccc23)c2ccccc2N1	2.7%	-9.6%	7.3%	9.5	3.0%	6.7%	-9.0%	5.4%	-2.6%
CCOC(=O)C(=N/O)/C(C)=N/NC(=O)C(=O)Nc1ccc(Cl)cc1	18.6%	15.4%	-1.2%	7.7	0.9%	7.8%	-8.0%	33.2%[activator]	-0.3%
Cc1cc2oc(=O)cc(CN3CCCCC3)c2cc1C(C)C	9.1%	-16.9%	-0.8%	8.6	-0.5%	22.9%	-14.1%	74.3%[activator]	8.5%
COc1ccc(CNC(=O)C(=O)NCC2OCCN2S(=O)(=O)c2ccc3c(c2)OCCO3)cc1 (centres undefined)	-5.3%	37.2%	i	0.3	3.6%[57.1 µM]	4.8%	-10.6%	22.4%	-1.8%
CC1=CC(C)C2(CO)COC(c3cccnc3)C1C2C (centres undefined)	0.0%	18.4%	i	-3.2	8.5%	-16.0%	-20.6%	58.4%[activator]	4.7%
C=CCn1c(C)cc(C(=O)COc2ccc(S(=O)(=O)N3CCCC3)cc2[N+](=O)[O-])c1C	12.3%	-9.0%	-0.1%	-3.7	-5.6%	2.3%	-8.6%	21.5%	-1.7%
CCc1nc2cccnc2n1-c1ccc(CC(=O)Nc2c(C)cccc2C)cc1	4.2%	9.6%	9.2%	-4.7	1.3%	6.7%	16.9%	54.5%[activator]	8.1%
CC(=O)c1ccc(NC(=S)NCCCn2ccnc2)cc1	1.4%	-30.6%	-4.9%	3.9	-11.8%	-0.6%	-26.2%	19.7%	2.8%
COc1ccc(C(=O)Nc2ccc(N3CCN(C(=O)c4ccccc4)CC3)cc2)cc1[N+](=O)[O-]	-3.3%	27.3%[57.1 µM]	1.2%	0.0	7.9%[57.1 µM]	-6.2%	-3.1%	0.0%	4.6%
O=C(NCCN1CCN(c2ccccc2)CC1)c1cccn2c(=O)c3cc(Cl)ccc3nc12	4.4%	18.9%	-7.8%	-2.0	6.5%	9.0%	-20.6%	29.5%	0.7%
Cc1onc(-c2ccccc2)c1C(=O)Nc1ccc(C(=O)N2CCCCC2)cc1	-2.6%	22.3%	-0.6%	-0.8	-1.3%	0.7%	-21.0%	56.9%[activator]	-4.4%
Nn1c(SCC(=O)N2CCCC2)nnc1C1CCCCC1	-10.3%	.	-1.2%	4.3	.	.	-16.5%	.	-2.2%
Cc1ccc(NC(=O)CNC(=O)c2ccco2)c(Cl)c1	-0.6%	2.0%	.	-3.6	-0.1%	3.8%	-14.6%	49.3%[activator]	-0.2%
